Assay outcomes as filed in PubChem.
PTPN22 inh 2: LYP (human) phosphatase inhibition; Q9Y2R2; recombinant LYP catalytic domain, DiFMUP fluorescence; inhibition, % at 2 µM; hit rate 0.21% among 96,000; AID 640;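 active = inhibition at 2 µM at or above a set limit, the screen mean plus 3 SD, cut at about 24% in these data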;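 also: 0% = DMSO with enzyme and 100% = enzyme fully blocked by orthovanadate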
EphB4 antag: antagonists of human EphB4-ephrin-B2 interaction. EphB4 LBD / TNYL-RAW-Alexa532 peptide, fluorescence polarization. inhibition, % at 7 µM. hit rate 0.15% among 97,000. AID 720;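 active = inhibition above the screen-wide mean inhibition plus 3 SD, cut at about 15% in these data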;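 also: 0% = DMSO wells and 100% = excess unlabeled TNYL-RAW peptide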
F-actin modifier: alters cytoskeleton assembly in HUVEC cells; HUVEC TNFa F-actin phalloidin imaging, high content; inhibition, % at 2 µM; hit rate 0.18% among 91,000;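 active = inhibition above the batch mean plus 3 SD and confirmed as a hit by visual image inspection, cut at about 30% in these data, passing the limit was not always enough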; also: strong numbers were not always called active
HIV Rev-RRE inh: disrupts HIV-1 Rev binding to RRE RNA | P05866 | Rev peptide-RRE RNA binding, FRET | inhibition, % at 8 µM | hit rate 0.79% among 97,000 | AID 704;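 active = inhibition above the screen-wide mean plus 3 SD, cut at about 35% in these data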;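 also: 0% = median DMSO wells and 100% = median Neomycin B control wells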
Target sequence (P05866 whole entry, looked up): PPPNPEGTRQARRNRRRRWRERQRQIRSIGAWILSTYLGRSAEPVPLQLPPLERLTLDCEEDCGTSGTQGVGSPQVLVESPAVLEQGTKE
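Test system: Cy5-tagged RRE RNA duplex with fluorescein-tagged Rev peptide; Probe or stimulus: labelled Rev peptide; Schedule: 5 min preincubation and 15 min binding, 25 °C; Signal: FRET fluorescence readout; Evaluation: % inhibition from 671/540 nm acceptor-to-donor ratio, scaled between controls; Control set: DMSO and neomycin B.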
PLK1 PBD inh: Plk1 (human) PBD binding inhibition | Plk1 PBD phosphopeptide binding, fluorescence polarization | inhibition, %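 (tested at about 20 µM)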 | hit rate 0.13% among 97,000 | AID 693; in the data active = inhibition above about 34%, passing the limit was not always enough
Target sequence (P53350 whole entry, looked up): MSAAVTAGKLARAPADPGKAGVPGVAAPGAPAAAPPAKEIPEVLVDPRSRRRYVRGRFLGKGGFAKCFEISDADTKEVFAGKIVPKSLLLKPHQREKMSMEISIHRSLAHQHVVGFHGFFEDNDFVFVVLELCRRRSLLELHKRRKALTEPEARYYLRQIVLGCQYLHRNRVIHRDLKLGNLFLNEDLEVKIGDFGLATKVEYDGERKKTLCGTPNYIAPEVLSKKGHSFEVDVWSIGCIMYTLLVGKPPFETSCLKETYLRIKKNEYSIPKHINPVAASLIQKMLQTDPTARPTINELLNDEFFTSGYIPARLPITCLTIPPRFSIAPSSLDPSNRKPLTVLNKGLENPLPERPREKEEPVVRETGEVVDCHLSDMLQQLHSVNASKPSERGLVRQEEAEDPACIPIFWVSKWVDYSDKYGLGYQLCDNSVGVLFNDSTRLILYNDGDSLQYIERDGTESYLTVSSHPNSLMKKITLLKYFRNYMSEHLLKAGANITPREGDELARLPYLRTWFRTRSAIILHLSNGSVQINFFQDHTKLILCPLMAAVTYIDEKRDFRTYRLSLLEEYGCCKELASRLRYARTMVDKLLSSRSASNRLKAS
PTPN22 act: LYP (human) phosphatase activation. recombinant LYP, DiFMUP fluorescence; 0 = plate median, 100 = signal doubled. AID 697. activation, % at 2 µM. hit rate 0.11% among 96,000;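 active = activation at 2 µM above a set limit, the mean plus 5 SD, cut at about 37% in these data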
PLK1 kinase inh: inhibitors of human PLK1 kinase; recombinant PLK1 kinase, TR-FRET peptide phosphorylation; AID 619; inhibition, % at 10 µM; P53350; hit rate 0.53% among 97,000;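 active = inhibition of 50% or more in the single-concentration screen; inactive = inhibition below 50%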;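 also: 0% = DMSO max control and 100% = H-89 dihydrochloride min control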
FAK inh: blocks human focal adhesion kinase activity. biochemical FAK kinase activity assay. inhibition, %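 (tested at 7 µM)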. hit rate 0.84% among 97,000. AID 727; in the data active = inhibition above about 19%;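 also: 0% = DMSO and 100% = reference compound high control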
PTK2B oligo ant: antagonists of human Pyk2 oligomerization; Q14289; Q293 cells, Pyk2 FERM NanoBiT luminescence; active compounds read low; z-score (the deposit names both 25 µM and 10 µM); hit rate 0.83% among 99,000; AID 1347419;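 active = Z-score of -3 or lower, scaled per plate to the spread of control and sample wells; inactive = z-score above -3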;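 also: negative z-score means lost luminescence so less FERM oligomerization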
An asterisk follows results filed as active. This is a subset. The share of hits here may be higher or lower than overall.

CCOC(=O)[C@@]1(C#N)C(c2ccc(Cl)c(Cl)c2)[C@H](C(N)=O)N2C=C(C(C)=O)C=C[C@H]21 (stereo partly drawn) was read as PTPN22 inh 2 0, EphB4 antag 2, F-actin modifier -11, HIV Rev-RRE inh 23, PLK1 PBD inh 1, PTPN22 act 0, PLK1 kinase inh -2, FAK inh 3 and PTK2B oligo ant 0.44.
Screening CC(C)C(=O)N1CCN(CCN=Cc2c(O)n(C)c(=O)n(C)c2=O)CC1 returned PTPN22 inh 2 6, EphB4 antag 6, F-actin modifier -4, HIV Rev-RRE inh 11, PLK1 PBD inh -33, PTPN22 act -7, PLK1 kinase inh -10, FAK inh 2 and PTK2B oligo ant 0.51.
O=C(NC(Cc1ccccc1)C(=O)N1CCC2(CC1)OCCO2)C1CCCCC1 (stereo not drawn) was read as PTPN22 inh 2 9, EphB4 antag -3, F-actin modifier 3, HIV Rev-RRE inh -4, PLK1 PBD inh 3, PTPN22 act -9, PLK1 kinase inh -8, FAK inh -5 and PTK2B oligo ant 1.4.
`COc1ccc(C(CC(=O)N2CCC3(CC2)OCCO3)NS(=O)(=O)c2ccc(C)cc2)cc1` (stereo not drawn) gave PTPN22 inh 2 1, EphB4 antag -1, F-actin modifier 38, HIV Rev-RRE inh 5, PLK1 PBD inh -20, PTPN22 act -2, PLK1 kinase inh -2, FAK inh 2 and PTK2B oligo ant 0.04.
Screening O=c1[nH]c(=O)n(-c2cccc(Cl)c2)c(O)c1/C=N/c1ccccn1 returned PTPN22 inh 2 -5, EphB4 antag -9, F-actin modifier 0, HIV Rev-RRE inh 14, PLK1 PBD inh -27, PTPN22 act 4, PLK1 kinase inh -4, FAK inh -1 and PTK2B oligo ant 0.76.
Screening Cc1ccnc(-n2c(-c3ccccc3)nc3ccccc3c2=O)c1 returned PTPN22 inh 2 -4, EphB4 antag -5, F-actin modifier 0, HIV Rev-RRE inh 0, PLK1 PBD inh -19, PTPN22 act 6, PLK1 kinase inh -12, FAK inh 0 and PTK2B oligo ant -1.1.
Screening CC(C)(C)c1ccc(CN2C(=O)CN=C(c3ccccc3)c3ccccc32)cc1 returned PTPN22 inh 2 17, EphB4 antag -6, F-actin modifier -13, HIV Rev-RRE inh 4, PLK1 PBD inh 9, PTPN22 act -16, PLK1 kinase inh -12, FAK inh -3 and PTK2B oligo ant -1.8.
For COc1cccc(-c2cc(C(F)(F)F)n3nc(C(=O)N4CCC5(CC4)OCCO5)cc3n2)c1 the results were PTPN22 inh 2 4, EphB4 antag 3, F-actin modifier -7, HIV Rev-RRE inh -5, PLK1 PBD inh -19, PTPN22 act 0, PLK1 kinase inh -9, FAK inh 1 and PTK2B oligo ant -1.4.
`Nc1ccccc1C(=O)c1ccccc1` gave PTPN22 inh 2 -11, EphB4 antag 5, F-actin modifier 8, HIV Rev-RRE inh 6, PLK1 PBD inh 21, PTPN22 act 7, PLK1 kinase inh -7 and FAK inh 1.
`N/C(=N\[N+](=O)[O-])N/N=C/c1ccc(O)cc1` gave PTPN22 inh 2 3, EphB4 antag 7, F-actin modifier 14, HIV Rev-RRE inh 6, PLK1 PBD inh -38, PTPN22 act 2, PLK1 kinase inh -5, FAK inh 1 and PTK2B oligo ant 0.92.
C=CCn1c(O)c(C(C)=NCc2cc(OC)cc(OC)c2)c(=O)[nH]c1=O was read as PTPN22 inh 2 6, EphB4 antag 5, F-actin modifier 34, HIV Rev-RRE inh 3, PLK1 PBD inh 23, PTPN22 act -8, PLK1 kinase inh -14, FAK inh -1 and PTK2B oligo ant -0.83.
`CC1(C)CN=C(NCc2ccccc2Cl)S1` gave PTPN22 inh 2 2, EphB4 antag -5, F-actin modifier 12, HIV Rev-RRE inh 0, PLK1 PBD inh 25, PTPN22 act -2, PLK1 kinase inh -8, FAK inh -3 and PTK2B oligo ant 0.57.
Screening CC(=NCCCN1CCOCC1)c1c(O)n(-c2ccccc2C)c(=O)[nH]c1=O returned PTPN22 inh 2 6, EphB4 antag 5, F-actin modifier 24, HIV Rev-RRE inh 10, PLK1 PBD inh -12, PTPN22 act -3, PLK1 kinase inh -4, FAK inh 1 and PTK2B oligo ant 0.59.
`CCCCn1c(O)c(C(C)=NC(Cc2c[nH]c3ccccc23)C(=O)OC)c(=O)[nH]c1=O` (stereo not drawn) gave PTPN22 inh 2 7, EphB4 antag -5, F-actin modifier 10, HIV Rev-RRE inh 2, PLK1 PBD inh -15, PTPN22 act -4, PLK1 kinase inh -8, FAK inh -7 and PTK2B oligo ant -1.5.
Screening O=C(CSC1c2ccccc2-c2ccccc21)N/N=C/c1ccccc1O returned PTPN22 inh 2 4, EphB4 antag -7, F-actin modifier 10, HIV Rev-RRE inh 8, PLK1 PBD inh -5, PTPN22 act -2, PLK1 kinase inh -27, FAK inh -1 and PTK2B oligo ant -1.1.
Screening COCCOC(=O)C1=C(N)Oc2c(c(=O)oc3ccccc23)C1c1ccncc1 (stereo not drawn) returned PTPN22 inh 2 7, EphB4 antag 3, F-actin modifier 30, HIV Rev-RRE inh 6, PLK1 PBD inh 5, PTPN22 act -4, PLK1 kinase inh -6, FAK inh 5 and PTK2B oligo ant -0.02.
Screening CCCCN1C(=O)NC(=O)C2(Cc3cc(C)ccc3N(C)C2)C1=O (stereo not drawn) returned PTPN22 inh 2 -5, EphB4 antag -2, F-actin modifier -72, HIV Rev-RRE inh -3, PLK1 PBD inh 37, PTPN22 act 5, PLK1 kinase inh -6, FAK inh -2 and PTK2B oligo ant 0.66.
Screening CCCCn1c(=O)c(C(=O)NCc2ccncc2)c(O)c2ccccc21 returned PTPN22 inh 2 18, EphB4 antag 4, F-actin modifier 11, HIV Rev-RRE inh 0, PLK1 PBD inh -9, PTPN22 act -18, PLK1 kinase inh -7, FAK inh 5 and PTK2B oligo ant -0.53.
CCCC(C)C1C(C#N)=C(N)Oc2c1c(=O)oc1ccccc21 (stereo not drawn) was read as PTPN22 inh 2 5, EphB4 antag -5, F-actin modifier -19, HIV Rev-RRE inh 16, PLK1 PBD inh -25, PTPN22 act -1, PLK1 kinase inh -6, FAK inh 0 and PTK2B oligo ant -1.2.
Screening CCCSP1(=S)NCCCO1 (stereo not drawn) returned PTPN22 inh 2 -12, EphB4 antag -7, F-actin modifier 12, HIV Rev-RRE inh 1, PLK1 PBD inh -13, PTPN22 act 10, PLK1 kinase inh -1, FAK inh 1 and PTK2B oligo ant 1.1.
`CC(C)n1nnnc1CN1CCN(C)CC1` gave PTPN22 inh 2 7, EphB4 antag 3, F-actin modifier 40, HIV Rev-RRE inh 7, PLK1 PBD inh -10, PTPN22 act -6, PLK1 kinase inh -11, FAK inh 0 and PTK2B oligo ant -0.08.
`O=C(CN1CCOCC1)c1cccc2ccccc12` gave PTPN22 inh 2 -10, EphB4 antag -3, F-actin modifier -10, HIV Rev-RRE inh -3, PLK1 PBD inh -28, PTPN22 act 7, PLK1 kinase inh -11, FAK inh 1 and PTK2B oligo ant 0.98.
Screening CCC(=NCc1ccco1)c1c(O)n(-c2ccccc2)c(=O)[nH]c1=O returned PTPN22 inh 2 5, EphB4 antag -3, F-actin modifier -8, HIV Rev-RRE inh 0, PLK1 PBD inh 31, PTPN22 act -7, PLK1 kinase inh -2, FAK inh 0 and PTK2B oligo ant -0.64.
Screening Cn1c(O)c(C=NCc2ccco2)c(=O)n(C)c1=O returned PTPN22 inh 2 -12, EphB4 antag 1, F-actin modifier 9, HIV Rev-RRE inh 7, PLK1 PBD inh 7, PTPN22 act 10, PLK1 kinase inh 0, FAK inh -1 and PTK2B oligo ant -1.3.
Screening Cc1cccc(-n2c(C)nc3ccccc3c2=O)n1 returned PTPN22 inh 2 -10, EphB4 antag 3, F-actin modifier 4, HIV Rev-RRE inh 5, PLK1 PBD inh 15, PTPN22 act 7, PLK1 kinase inh -10, FAK inh -2 and PTK2B oligo ant -0.27.
For Cn1c(=O)cc(OCC(=O)N2CCN(C3CCCCC3)CC2)c2ccccc21 the results were PTPN22 inh 2 0, EphB4 antag -7, F-actin modifier 17, HIV Rev-RRE inh -2, PLK1 PBD inh -9, PTPN22 act -1, PLK1 kinase inh -12 and FAK inh -9.
CCn1cc(C(=O)c2cccs2)c2ccccc21 was read as PTPN22 inh 2 7, EphB4 antag 3, F-actin modifier -5, HIV Rev-RRE inh 8, PLK1 PBD inh 13, PTPN22 act -6, PLK1 kinase inh -8, FAK inh 0 and PTK2B oligo ant 0.23.
CNC(C(=O)c1ccccc1)C(OC(C)C)c1ccc(Cl)cc1 (stereo not drawn) was read as PTPN22 inh 2 -3, EphB4 antag -8, F-actin modifier -13, HIV Rev-RRE inh 8, PLK1 PBD inh -11, PTPN22 act 0, PLK1 kinase inh -3, FAK inh -8 and PTK2B oligo ant -1.1.
Screening CCn1c(O)c(C(=O)CC2NCCc3ccccc32)c(=O)n(CC)c1=S (stereo not drawn) returned PTPN22 inh 2 -7, EphB4 antag -2, HIV Rev-RRE inh 48*, PLK1 PBD inh -1, PTPN22 act 5, PLK1 kinase inh -10, FAK inh -1 and PTK2B oligo ant -0.69.
`Cc1ccc2cccc(OC(=O)N3CCCC3)c2n1` gave PTPN22 inh 2 -3, EphB4 antag 6, F-actin modifier -13, HIV Rev-RRE inh 3, PLK1 PBD inh -1, PTPN22 act 3, PLK1 kinase inh -9, FAK inh -1 and PTK2B oligo ant 0.89.
`Clc1ccc(-c2nc3ccc(Cl)cn3c2CN2CCOCC2)cc1` gave PTPN22 inh 2 -11, EphB4 antag -1, F-actin modifier -16, HIV Rev-RRE inh 2, PLK1 PBD inh 12, PTPN22 act 8, PLK1 kinase inh -15, FAK inh -2 and PTK2B oligo ant 0.28.
For O=C(Cn1c(=O)c(C(F)(F)F)nc2ccccc21)N1CCC2(CC1)OCCO2 the results were PTPN22 inh 2 1, EphB4 antag 3, F-actin modifier 9, HIV Rev-RRE inh 6, PLK1 PBD inh -2, PTPN22 act -3, PLK1 kinase inh -2, FAK inh -2 and PTK2B oligo ant 2.4.
For OC12Oc3ccccc3C=C1N1CCC2CC1 (stereo not drawn) the results were PTPN22 inh 2 6, EphB4 antag -11, F-actin modifier 5, HIV Rev-RRE inh 6, PLK1 PBD inh -3, PTPN22 act -7, PLK1 kinase inh 1, FAK inh -3 and PTK2B oligo ant -0.11.
`CCOC(=O)c1c(N)n(CCCOC(=O)c2ccco2)c2nc3ccccc3nc12` gave PTPN22 inh 2 7, EphB4 antag -8, F-actin modifier 37, HIV Rev-RRE inh -1, PLK1 PBD inh -7, PTPN22 act -10, PLK1 kinase inh -13, FAK inh -1 and PTK2B oligo ant 0.83.
For O=c1c2ccccc2nc(CN2CCCCCC2)n1-c1ccc(F)cc1 the results were PTPN22 inh 2 -12, EphB4 antag 3, F-actin modifier 9, HIV Rev-RRE inh -3, PLK1 PBD inh 4, PTPN22 act 10, PLK1 kinase inh -6, FAK inh 3 and PTK2B oligo ant -0.09.
Screening CCC(=O)c1cc(F)c(N2CCN(CC)CC2)cc1C returned PTPN22 inh 2 3, EphB4 antag 2, F-actin modifier 12, HIV Rev-RRE inh 2, PLK1 PBD inh 18, PTPN22 act -2, PLK1 kinase inh -8, FAK inh 2 and PTK2B oligo ant 0.13.
`C=CCN1C(=O)C2(C(C(=O)OCC)=C(N)Oc3ccccc32)c2c1c1ccccc1oc2=O` (stereo not drawn) gave PTPN22 inh 2 -2, EphB4 antag -4, F-actin modifier -27, HIV Rev-RRE inh 10, PLK1 PBD inh -2, PTPN22 act 5, PLK1 kinase inh -7, FAK inh 1 and PTK2B oligo ant -0.67.
